Compound activity from PubChem BioAssay.
PfHsp90 yeast 2: reduces growth (ATP signal) of yeast expressing P. falciparum Hsp90; S. cerevisiae expressing PfHsp90, BacTiter-Glo ATP, 48 h; yeast lacking PDR1 and PDR3 efflux regulators; inhibition, % at 9.4 µM; 310,000 tested, 0.32% active; AID 504621;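 active = every replicate shows inhibition above about 80%, whatever the replicate mean, limit read from the data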;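 also: 0% = DMSO neutral controls and 100% = 20 µM radicicol positive controls; yeast relying on Plasmodium falciparum Hsp90 in place of its own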
HTR5A inv ctr: HTR5A inverse agonism, opioid heterodimer counter-screen | P47898 | HTR5A cell line, luminescence | inhibition, % at 9.3 µM | 340,000 tested, 0.083% active; in the data active = inhibition mostly above about 23%, no sharp cut-off; inactive = mostly below about 18%;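 also: 0% = cells with DMSO and 100% = no-cell wells with DMSO; some compounds called inactive have numbers as strong as hits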
Pemphigus Ab inh: blocks pemphigus antibody binding to human desmoglein-3. DSG3-coupled beads, scFv-anti-DSG3-GFP binding, flow cytometry; stronger effect = lower value. binding (percent of control), % at 10 µM. 310,000 tested, 0.48% active;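 active = binding more than 3 SD below its plate's average and above zero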;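 also: hits lower antibody fragment binding to DSG3; some compounds called inactive have numbers as strong as hits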
SUMO Mot1 rescue: SUMOylation pathway inhibition by Mot1-301 growth rescue. AID 2716. growth rescue, % at 18.8 µM. S. cerevisiae Mot1-301 growth rescue, ATP luminescence, 38.5C; percent above DMSO median, 100 means doubled. 320,000 tested, 1% active;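 active = every valid replicate shows activation above 250% relative to neutral control wells; inactive = the rest, any valid replicate at or below 250%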;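 also: OY570 slx delta 5 strain wells were the positive control but not used for scaling; some compounds called inactive have numbers as strong as hits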
HTR5A ag ctr: HTR5A agonism, opioid heterodimer counter-screen; P47898; HTR5A agonist assay, luminescence, cell-based; activation, % at 9.3 µM; 340,000 tested, 0.61% active; AID 504692; in the data active = activation mostly above about 9.5%, no sharp cut-off; inactive = mostly below about 7.6%;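 also: 0% = cells with vehicle only and 100% = reference agonist; strong numbers were not always called active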
MOR-DOR ag: OPRM1-OPRD1 heterodimerization agonism. activation, % at 9.3 µM. 340,000 tested, 0.3% active. AID 504326. P35372+P41143. cells, luminescence; in the data active = activation above about 18%;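 also: 0% = vehicle-treated cells and 100% = reference agonist; values of inactives mirror those of a sister screen read the other way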
Target sequence (P35372 whole entry, looked up): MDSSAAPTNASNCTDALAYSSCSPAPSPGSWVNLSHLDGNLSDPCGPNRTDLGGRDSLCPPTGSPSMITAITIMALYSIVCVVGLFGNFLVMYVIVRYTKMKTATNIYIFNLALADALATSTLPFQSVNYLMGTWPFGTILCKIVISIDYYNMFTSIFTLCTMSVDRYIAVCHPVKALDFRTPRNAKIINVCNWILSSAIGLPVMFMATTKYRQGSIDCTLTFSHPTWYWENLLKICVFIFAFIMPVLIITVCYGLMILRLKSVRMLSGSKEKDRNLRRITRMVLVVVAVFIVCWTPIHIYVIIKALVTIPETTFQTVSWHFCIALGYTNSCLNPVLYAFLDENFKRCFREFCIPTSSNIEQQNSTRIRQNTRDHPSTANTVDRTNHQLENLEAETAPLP
Target sequence (P41143 whole entry, looked up): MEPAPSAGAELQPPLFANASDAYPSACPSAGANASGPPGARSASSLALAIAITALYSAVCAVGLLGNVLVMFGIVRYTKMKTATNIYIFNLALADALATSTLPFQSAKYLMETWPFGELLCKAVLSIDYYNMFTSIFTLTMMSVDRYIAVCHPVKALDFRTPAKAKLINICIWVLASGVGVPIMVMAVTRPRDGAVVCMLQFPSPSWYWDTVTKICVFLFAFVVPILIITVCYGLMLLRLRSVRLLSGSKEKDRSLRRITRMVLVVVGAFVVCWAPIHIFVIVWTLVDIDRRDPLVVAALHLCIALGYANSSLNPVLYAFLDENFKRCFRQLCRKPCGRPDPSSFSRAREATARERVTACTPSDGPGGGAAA
phage Ecoli inh: E. coli growth loss with phage present | growth absorbance | inhibition, % at 11.9 µM | 360,000 tested, 0.26% active; in the data active = inhibition above about 11%
OPRM1-OPRD1 inv: inverse agonist of human OPRM1-OPRD1 heterodimerization; P35372+P41143; cell-based MOR-DOR heterodimer luminescence, inverse agonism; inhibition, % at 9.3 µM; 340,000 tested, 0.21% active; AID 504357; in the data active = inhibition above about 22%, passing the limit was not always enough;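 also: 0% = cells with DMSO and 100% = wells without cells with DMSO; values of inactives mirror those of a sister screen read the other way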
AddAB inh: less growth of phage-infected E. coli with AddAB. E. coli expressing H. pylori AddAB, absorbance growth. inhibition, % at 11.9 µM. 330,000 tested, 0.29% active. AID 435030; in the data active = inhibition above about 12%;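 also: 0% = vehicle wells of infected cells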
PKA-R1A act: activates the PKA-R1A holoenzyme complex | 340,000 tested, 0.083% active | PKA-R1A dissociation, Cy5-IP20 fluorescence polarization; scaled: DMSO 0%, 113 µM cGMP 100% | activation, % at 11.4 µM | P00514+P68181;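 active = percent activation above the mean of all tested compounds plus 3 SD, cut at about 19% in these data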;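 also: higher means more PKAc released from R1A so a rise in polarization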
E coli growth: reduces bacterial viability in AddAB counter-screen. E. coli V3065 growth, OD600 absorbance, 18 h. inhibition, % at 11.9 µM. 330,000 tested, 0.27% active. AID 449728;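 active = inhibition above the campaign's mean inhibition across all tested compounds plus 3 SD, cut at about 9.9% in these data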;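 also: uninfected addAB+ strain grown without phage in ampicillin broth; 0% = DMSO wells and 100% = ciprofloxacin 0.95 µg/ml wells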
* = called active by the depositor; · = no result given.

SMILES,PfHsp90 yeast 2,HTR5A inv ctr,Pemphigus Ab inh,SUMO Mot1 rescue,HTR5A ag ctr,MOR-DOR ag,phage Ecoli inh,OPRM1-OPRD1 inv,AddAB inh,PKA-R1A act,E coli growth
CC1(C)Cc2c(cnn2-c2ccc(F)cc2)C(NC(=O)CCn2cncn2)C1 (stereo unspecified),11,-11,102,-10,0,-2.5,1.9,14,-0.7,-3,0.1
CCC(Sc1ccc2nnc(-c3ccc(OC)c(OC)c3)n2n1)C(=O)O (stereo unspecified),-14,5,108,14,-2,-0.6,3.7,3,1.4,11,3.5
CCC(c1c(C)[nH]oc1=O)c1c(C)[nH]oc1=O,12,26,96,-1,-10,-1.8,0.2,10,3.0,-7,1.0
CC1CC(NS(=O)(=O)c2cccs2)CC(C)(C)C1 (stereo unspecified),-13,7,93,35,1,4.4,-1.4,-25,-0.4,0,-1.2
CC(=O)c1cccc(NC(=S)N2c3ccccc3CC2C)c1 (stereo unspecified),11,-4,104,9,4,-4.4,2.3,22,-0.8,-1,-0.7
CCOc1ccc(NC(=O)CCCn2c(=S)[nH]c3ccsc3c2=O)cc1,10,18,95,10,-1,1.5,3.0,-7,4.6,-9,-1.4
O=C(Nc1ccccc1)N1CCc2scc[n+]2-c2ccccc21,-9,11,105,-3,4,-0.2,2.2,1,1.9,-1,0.5
O=C(COc1ccc2ccccc2c1)Nc1ccccc1C(=O)O,-1,-9,104,4,2,-2.8,-0.1,15,1.1,-10,0.3
O=S(=O)(c1cccc(NC(=S)N2CCN(c3ccc(F)cc3)CC2)c1)C(F)F,-9,5,114,126,7,2.7,3.0,-20,6.5,-1,-1.5
O=C(Cn1cnc2sc(-c3ccccc3)cc2c1=O)NCCc1ccccc1,-41,5,76,-12,4,-3.0,2.7,16,1.3,7,1.5
Cc1ccccc1C(=O)c1ccccc1C(=O)c1ccccc1,·,8,93,·,-2,-1.4,2.7,8,·,1,·
CCn1c(=S)sc2c(=O)n(CC(=O)Nc3ccc(OC)cc3)c(C)nc21,3,-11,109,-9,-1,-1.2,0.2,7,0.1,-14,-0.2
CCOCCCNC(=O)C(Cc1ccccc1)NS(=O)(=O)c1ccc2c(c1)c(=O)n(C)c(=O)n2C (stereo unspecified),-3,2,101,-6,0,0.6,-0.3,-3,2.4,-22,0.7
CCOc1ccccc1N1CCN(c2nc3ccccc3nc2C(C#N)C(=O)OC(C)C)CC1 (stereo unspecified),27,-6,90,76,5,0.2,5.0,-1,3.5,-16,2.4
CCOC(=O)N1CCN(CC(=O)c2ccc3c(c2)CCN3C(C)=O)CC1,15,9,108,18,-3,0.8,0.5,-5,-2.2,1,-2.5
COc1cccc(CNC(=O)CCS(=O)(=O)c2cccs2)c1,·,16,·,-19,-6,-0.8,1.3,5,1.5,8,0.4
COc1cc(C(=O)Nc2ccc(C)cc2)c(-n2cnnn2)cc1OC,11,1,104,-9,2,-2.2,1.1,11,4.1,1,1.4
COc1ccc2c(c1)c1c(n2C)[C@@H]2CC=C(CO)[C@@H](C1)N2C,-1,1,100,2,3,-0.5,2.7,3,1.9,13,-0.2
C=CCn1c(SCC(=O)Nc2cccnc2Cl)nnc1-c1ccccc1F,8,-1,98,196,-2,-1.6,4.3,8,4.0,-17,1.0
CC(=O)NCCc1nc2cc(NC(=O)COc3cccc(C)c3)ccc2n1C,-13,-2,121,-20,3,1.9,0.5,-15,1.0,2,1.2
CCOC(=O)c1ccc(NC(=O)CN2CCN(c3ccccc3)CC2)cc1,-12,15,105,6,-2,2.0,1.4,-8,2.8,5,-2.6
COc1ccc(CCn2c(=N)c(S(=O)(=O)c3ccccc3)cc3c(=O)n4ccccc4nc32)cc1,-2,-4,102,-10,1,-3.1,0.0,16,3.7,0,0.8
O=C(Cc1coc2ccc3ccccc3c12)NCc1ccccc1,-8,-49,102,6,3,0.7,2.5,-3,-2.6,13,0.0
O=C(CN1CCN(S(=O)(=O)c2ccc(Cl)cc2)CC1)Nc1ccc2c(c1)CCC2,-7,0,121,-2,-5,-0.8,0.4,4,1.0,-9,-4.6
Cc1cc(C)c(S(=O)(=O)NCc2ccccn2)cc1C,-11,0,100,142,0,-1.2,1.2,6,0.2,-9,-1.2
CCSc1ccccc1C(=O)Nc1ccc(S(=O)(=O)NC(C)=O)cc1,-29,0,99,-13,0,-2.3,5.8,12,0.3,-12,-0.9
O=C(CO/N=C/c1cccc([N+](=O)[O-])c1)Nc1ccc2ccccc2c1,31,-11,100,338*,3,-2.7,0.3,14,2.0,-8,-0.7
Cc1cccc(NC(=S)NC(=O)Cc2ccccc2)c1C,-1,10,116,-19,-3,4.4,-0.4,-22,·,-7,·
COc1ccc(NC(C)=O)cc1S(=O)(=O)NC(Cc1ccccc1)C(=O)O (stereo unspecified),4,-15,89,6,2,0.2,-2.1,-1,-0.9,2,-1.3
NCCC1CCCC(CCN)N1 (stereo unspecified),0,-25,114,4,0,-2.4,2.1,13,-1.9,1,0.0

The list continues.
The line under a structure holds: PfHsp90 yeast 2	HTR5A inv ctr	Pemphigus Ab inh	SUMO Mot1 rescue	HTR5A ag ctr	MOR-DOR ag	phage Ecoli inh	OPRM1-OPRD1 inv	AddAB inh	PKA-R1A act	E coli growth
- O=C(COC(=O)c1cc(F)cc(F)c1)Nc1cccnc1Cl
    ·	27	124	4	0	-0.8	3.2	4	-0.6	1	1.0
- Cc1ccc(/C(N)=N/OC(=O)N2c3ccccc3Sc3ccccc32)cc1
    4	-27	99	-41	4	8.1	0.8	-48	-0.1	2	-0.8
- N#Cc1c(N)nc2c(c1-c1ccco1)CCCCC2
    -19	4	100	-9	-1	-2.5	0.1	13	-0.9	3	0.0
- CCN1C[C@@H]2[C@@H]3C(=O)N(C)C(=O)[C@@H]3[C@](C)(C(=O)OC)N2C1=NC
    0	-2	102	·	1	-1.6	1.3	8	0.6	-1	-1.1
- Cn1nc(C(F)(F)F)c(C#N)c1N1CCN(c2cccc(C(F)(F)F)c2)CC1
    -26	9	105	-5	-3	3.4	2.4	-19	-3.4	-8	-0.6
- CC(C)(C)NC(=O)c1cccc2c1C(=O)c1ccccc1-2
    -16	13	96	0	-1	-2.7	-1.3	14	2.1	-19	0.5
- CCCC(=O)NCCCc1nc2ccccc2n1C
    -14	-38	101	3	-2	-0.1	1.2	1	-1.8	-14	4.1
- COc1cc(C(=O)OCC(C)=O)cc(NC(=O)c2ccco2)c1OC
    -9	-2	101	-23	1	-3.6	1.5	18	5.1	-1	2.2
- CCOC(=O)CCCC(=O)N1CCOCCOCCN(C(=O)CCCC(=O)OCC)CCOCCOCC1
    19	26	107	-6	-1	-2.9	2.8	15	2.1	5	2.9
- C[C@@H]1CC=C[C@H]2[C@H]1C(=O)N(Cc1ccccc1)[C@H]2c1ccc(/C=C/c2ccccc2)cc1F
    ·	13	93	16	4	0.1	5.0	-1	1.6	-11	-2.9
- OC(CN1CCNCC1)Cn1c2ccccc2c2ccccc21 (stereo unspecified)
    0	3	98	-14	-1	-1.0	-0.2	6	0.2	-4	-0.8
- O=S(=O)(NCc1ccccc1)c1ccc(S(=O)(=O)N2CCCC2)cc1
    1	-16	7.0*	9	4	-1.6	2.1	8	3.2	5	1.4
- O=[N+]([O-])c1cccc(S(=O)(=O)Nc2nc3ccccc3nc2Nc2cccc(S(=O)(=O)N3CCCCC3)c2)c1
    -4	17	108	·	5	1.4	1.2	-10	·	8	·
- COc1ccc(OC)c(S(=O)(=O)n2c([N+](=O)[O-])cnc2C)c1
    12	4	96	6	-1	-1.7	0.1	8	1.2	1	-2.8
- CC(C)(C)NCc1cc(Br)ccc1OCc1cccs1
    13	5	100	2	-2	1.3	2.0	-7	6.1	0	3.4
- Cc1cc(NC(=O)CSc2nnc(-c3ccco3)o2)no1
    -13	-29	103	0	-6	2.1	3.0	-12	-0.2	4	3.0
- CN(Cc1ccccc1)C(=O)c1ccc(NC(=O)Cc2ccc(NC(=O)C3CCN(C(=O)C4CCCC4)CC3)cc2)cc1
    -23	13	101	·	-4	-0.6	-0.4	3	·	1	·
- O=C1c2ccccc2C(=O)N1CC(O)COc1ccc(Br)cc1 (stereo unspecified)
    -3	16	120	56	-4	-1.0	1.8	5	0.3	-4	1.2
- C=CCN(c1ccccc1)S(=O)(=O)c1cccc(C(=O)Oc2ccc3c(C)cc(=O)oc3c2)c1
    -17	8	101	-4	0	-1.0	-0.4	6	2.7	-7	2.0
- CCOc1ccc(NC(=O)Nc2ccc3c(c2)CCC3)cc1
    -10	-29	104	2	-1	1.6	2.5	-11	1.5	-7	0.6
- O=C(NCCCCc1ccccc1)c1cccc(NC(=O)C2CC2)c1
    -6	12	105	·	-3	-3.7	3.3	17	·	-1	·
- CCN1CCN(c2cc3c(cc2F)c(=O)c(C(=O)O)cn3C2CC2)CC1
    13	13	100	-11	3	0.7	102*	-4	99*	2	100*

Single records (already shown).
COc1ccc(OC)c(S(=O)(=O)n2c([N+](=O)[O-])cnc2C)c1 is listed as PfHsp90 yeast 2: 12; HTR5A inv ctr: 4; Pemphigus Ab inh: 96; SUMO Mot1 rescue: 6; HTR5A ag ctr: -1; MOR-DOR ag: -1.7; phage Ecoli inh: 0.1; OPRM1-OPRD1 inv: 8; AddAB inh: 1.2; PKA-R1A act: 1; E coli growth: -2.8
Cn1nc(C(F)(F)F)c(C#N)c1N1CCN(c2cccc(C(F)(F)F)c2)CC1 is listed as PfHsp90 yeast 2: -26; HTR5A inv ctr: 9; Pemphigus Ab inh: 105; SUMO Mot1 rescue: -5; HTR5A ag ctr: -3; MOR-DOR ag: 3.4; phage Ecoli inh: 2.4; OPRM1-OPRD1 inv: -19; AddAB inh: -3.4; PKA-R1A act: -8; E coli growth: -0.6
CCOC(=O)CCCC(=O)N1CCOCCOCCN(C(=O)CCCC(=O)OCC)CCOCCOCC1 is listed as PfHsp90 yeast 2: 19; HTR5A inv ctr: 26; Pemphigus Ab inh: 107; SUMO Mot1 rescue: -6; HTR5A ag ctr: -1; MOR-DOR ag: -2.9; phage Ecoli inh: 2.8; OPRM1-OPRD1 inv: 15; AddAB inh: 2.1; PKA-R1A act: 5; E coli growth: 2.9

Single entries from the entries so far.
CCN1C[C@@H]2[C@@H]3C(=O)N(C)C(=O)[C@@H]3[C@](C)(C(=O)OC)N2C1=NC in phage Ecoli inh: 1.3
O=C(Cc1coc2ccc3ccccc3c12)NCc1ccccc1 in phage Ecoli inh: 2.5
